Screening results as filed in PubChem BioAssay.
IDE cell inh: cellular human IDE inhibition; inhibition, % at 5.59 µM; actives 0.41% (n = 320,000); AID 434962; HEK cells, FAbetaB cleavage, fluorescence polarization;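 active means percent inhibition above the average of all tested compounds plus 3 SD, set per screening campaign, cut at about 16% in these data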;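 further: IDE supplied by intact live HEK cells; FP after avidin binding of uncleaved biotin substrate so inhibition keeps polarization high; 0% = DMSO wells and 100% = 60 µM reference IDE inhibitor Ii1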
UBC9 SUMO inh: blocks human SUMOylation mediated by UBC9; P63279; HTRF SUMOylation assay, SAE1/SAE2 + UBC9, in vitro; inhibition, % at 35 µM; actives 0.36% (n = 290,000); in the data active means inhibition above about 50%, passing the limit was not always enough; further: strong numbers were not always called active
Target sequence (P63279 whole entry, looked up): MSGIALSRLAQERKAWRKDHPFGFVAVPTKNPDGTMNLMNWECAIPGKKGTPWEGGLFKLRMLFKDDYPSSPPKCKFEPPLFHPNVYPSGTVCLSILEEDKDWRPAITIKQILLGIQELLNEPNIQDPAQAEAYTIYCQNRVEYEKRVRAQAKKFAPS
pCIP destab: compounds decreasing mouse p/CIP protein stability | decrease of EGFP signal, % at 10 µM | actives 0.01% (n = 290,000) | F442A p/CIP-EGFP cells, EGFP fluorescence, 16 h | Q05BA5 | AID 1984;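 active means EGFP signal decrease of at least 30% at 10 µM or well 3 SD below plate mean, unless failing retest; inactive means the rest, including hits failing retest or dose response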; further: some compounds called inactive have numbers as strong as hits; many of its hits are not listed in these tables
NS3 helicase inh: HCV NS3 helicase inhibition; inhibition, % at 10.9 µM; NS3 helicase DNA unwinding, Cy5 molecular beacon fluorescence; AID 1800; actives 0.56% (n = 290,000);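 active means inhibition above the mean of all tested compounds plus 3 SD, set per campaign, cut at about 35% in these data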;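 further: 0% = DMSO wells and 100% = thioflavine S control wells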
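Compound dosing – single dose, 10.9 µM nominal final, DMSO 0.8% final · System – NS3 helicase fragment of HCV · Buffer or medium – MOPS pH 6.5, MgCl2, DTT, Tween20, BSA · Signal – Cy5 beacon fluorescence read at start and 1 h · Also added – annealed dual-labelled DNA beacon duplex, ATP-started · Schedule – 1 h at 25 °C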
VIM-2 inhibitor: inhibitors of Pseudomonas aeruginosa VIM-2 metallo-beta-lactamase; purified VIM-2, nitrocefin hydrolysis, epi-absorbance fluorescence; inhibition, % at 5.6 µM; actives 0.89% (n = 290,000);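 active means inhibition above the mean of all tested compounds plus 3 SD, cutoff set per screening run, cut at about 7.5% in these data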;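 further: red hydrolysis product quenches plate fluorescence so inhibitors raise well fluorescence; 0% = enzyme with DMSO and 100% = DMSO without enzyme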
CRFR2-BP antag: blocks CRF-induced signaling of the CRF-BP/CRF-R2 complex; HEK293 CRF-R2/CRF-BP, CRF-induced calcium fluorescence; inhibition, % at 11.8 µM; actives 0.59% (n = 350,000); AID 588475;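 active means inhibition of the ligand-induced calcium signal above about 50% at the single tested concentration, limit read from the data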
IMP-1 inh: blocks Pseudomonas aeruginosa IMP-1 metallo-beta-lactamase; purified IMP-1, nitrocefin hydrolysis, epi-absorbance fluorescence; inhibition, % at 5.6 µM; actives 0.45% (n = 290,000);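 active means inhibition above the mean plus 3 SD of all compounds in the same screening run, cut at about 4.5% in these data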;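 further: 0% = IMP-1 with DMSO and 100% = DMSO wells lacking enzyme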
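Material – recombinant IMP-1 enzyme, purified · Amount – IMP-1 0.2 nM before substrate addition · Medium – HEPES buffer pH 7.1 with ZnSO4 and Brij 35 · Timing – 25 °C, 15 min preincubation, 25 min reaction · Measured by – plate fluorescence quenching by hydrolysis product, ex 480/em 530 nm · Read-out – percent enzyme inhibition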
GalR3 antag: blocks the human galanin receptor 3. O60755. HEK293 GalR3-CNG cAMP membrane potential fluorescence; galR3 body fused to GalR1 C-terminus. inhibition, % at 3 µM. actives 0.44% (n = 360,000);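 active means inhibition above the screen-wide average plus 3 SD, cut at about 13% in these data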;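 further: forskolin and galanin both at EC90 stimulate the cells; cAMP rise reported by CNG channel membrane potential dye signal; 0% = forskolin plus galanin with DMSO and 100% = forskolin alone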
Target sequence (O60755 1-299 limits assumed): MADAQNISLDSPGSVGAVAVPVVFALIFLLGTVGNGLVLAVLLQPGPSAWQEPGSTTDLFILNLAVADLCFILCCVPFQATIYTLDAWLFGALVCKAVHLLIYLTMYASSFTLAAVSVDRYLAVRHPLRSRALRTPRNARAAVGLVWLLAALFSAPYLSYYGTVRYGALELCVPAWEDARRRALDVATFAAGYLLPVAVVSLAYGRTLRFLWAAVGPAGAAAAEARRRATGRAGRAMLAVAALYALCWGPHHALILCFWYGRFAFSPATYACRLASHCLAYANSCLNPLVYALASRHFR
IDE cell activ: activators of human insulin-degrading enzyme in cells. P14735. HEK cells, FAbeta-B cleavage, fluorescence polarization; 0% vehicle, 100% cell-free pure enzyme wells. activation, % at 5.96 µM. actives 0.073% (n = 340,000);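 active means activation above the mean of all tested compounds plus 3 SD, set per screening campaign, cut at about 17% in these data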
* = called active by the depositor; . = no result given.

A first look (3 entries):
pCIP destab	IDE cell activ	CRFR2-BP antag	Compound	IMP-1 inh	VIM-2 inhibitor	NS3 helicase inh	IDE cell inh	UBC9 SUMO inh	GalR3 antag
-8.9	5.0	-13.3	S=C1NCN(C2CCCCC2)CN1c1ccccc1	-0.9	1.1	-1.3	2.4	14.9	-5.3
2.5	4.0	16.1	COc1ccc(CN2C(=O)COc3ccccc32)cc1	-0.5	-1.5	33.6	1.1	-6.6	-7.6
6.3	1.4	-12.9	CCOc1cc(C(c2c(C)[nH][nH]c2=O)c2c(C)[nH][nH]c2=O)cc(Cl)c1O	-3.0	-0.5	-7.9	7.6	1.3	-8.3

This part in full, repeating the preview:
pCIP destab	IDE cell activ	CRFR2-BP antag	Compound	IMP-1 inh	VIM-2 inhibitor	NS3 helicase inh	IDE cell inh	UBC9 SUMO inh	GalR3 antag
-8.9	5.0	-13.3	S=C1NCN(C2CCCCC2)CN1c1ccccc1	-0.9	1.1	-1.3	2.4	14.9	-5.3
2.5	4.0	16.1	COc1ccc(CN2C(=O)COc3ccccc32)cc1	-0.5	-1.5	33.6	1.1	-6.6	-7.6
6.3	1.4	-12.9	CCOc1cc(C(c2c(C)[nH][nH]c2=O)c2c(C)[nH][nH]c2=O)cc(Cl)c1O	-3.0	-0.5	-7.9	7.6	1.3	-8.3
-83.0	-129.1	-197.0	Brc1ccc(C2=CC(c3cccs3)n3ncnc3N2)cc1 (stereo not drawn)	-2.1	-1.4	-2.2	87.8*	8.6	-2.8
-8.6	-2.6	0.4	CN1CCc2c(n(CC(O)CN(CCO)CCO)c3ccccc23)C1=O (stereo not drawn)	-3.5	-3.9	0.0	0.1	-23.3	-2.5
2.3	3.3	-8.3	c1ccc(CCc2nn3c(C4COc5ccccc5O4)nnc3s2)cc1 (stereo not drawn)	-1.9	-2.7	-8.9	6.8	2.9	-12.5
-0.1	7.0	8.5	Cc1ccc(-c2nc(C#N)c(NCCc3ccccn3)o2)cc1	-3.2	-3.0	2.9	4.2	26.3	-2.5
-4.5	4.4	11.7	COc1ccccc1OCC#CCn1ccnc1	0.0	0.9	-3.4	8.3	23.4	-3.7
-5.0	-1.4	34.0	CC(=O)N(c1ccc(C)cc1)S(=O)(=O)c1ccc(Cl)cc1	-2.7	-1.9	4.0	-1.5	22.2	-4.8
-4.8	0.0	-16.9	Cc1ccccc1NC(=O)Cn1cnc2c(oc3ccccc32)c1=O	-3.6	-3.7	-2.4	4.9	8.5	0.9
-3.2	-4.3	7.8	CC(NC(=O)Cc1c(F)cccc1Cl)C1CCCO1 (stereo not drawn)	-3.8	-5.7	4.6	-4.8	1.9	-0.5
14.5	-9.3	-18.4	c1ccc2nc(N3CCN(Cc4ccc5c(c4)OCO5)CC3)cnc2c1	-3.2	-2.0	5.6	-2.3	3.5	-6.5
-6.5	4.1	4.9	Cc1ccsc1C(=O)NNC(=S)NC1CCCCC1	-2.8	-3.0	-10.0	-0.1	2.1	2.8
4.7	1.6	18.4	CCOCCCNC(=S)N1CCC(NC(=O)C23CC4CC(CC(C4)C2)C3)CC1	-2.4	-3.3	-9.3	10.1	3.4	-3.4
-0.4	-3.6	8.8	Cc1nn(-c2ccccc2)c(C)c1/C=C/C(=O)OC(C)C(=O)Nc1ncc(Cl)cc1Cl (stereo not drawn)	-3.1	-3.5	-1.4	-0.7	14.7	-1.8
-2.9	5.1	1.3	COc1cccc(OC)c1C(=O)N1CCN(S(=O)(=O)c2ccc(C)cc2)CC1	-1.9	-2.3	-3.5	1.4	-4.4	4.3
-1.5	-7.5	20.3	COC(=O)c1nc(NC(=S)NC(=O)c2cccs2)sc1C	-3.4	-2.4	6.3	-0.3	4.1	-1.5
-5.0	-2.2	4.9	O=C(Nc1cccs1)NC1CCCC1	-0.5	-2.3	6.8	1.5	6.8	-0.8
13.2	1.4	5.3	OC(CNCCCCNCC(O)C(F)(F)F)C(F)(F)F (stereo not drawn)	-3.9	-2.9	-1.0	-5.5	-10.1	-3.9
-11.8	4.5	-27.4	Cc1ccc2nc(Nc3ccc(C)c(C)c3)c3nncn3c2c1	0.1	-3.1	-6.0	0.8	12.9	-5.5
.	3.2	8.4	COc1ccc(/C=C/C(=O)Nc2ccccc2F)cc1S(=O)(=O)N1CCOCC1	.	.	.	4.7	.	-4.4
1.2	6.2	-1.9	CCC(=O)N=c1ccn(C2=Nc3ccccc3NC2=C(C#N)C#N)cc1	-4.0	-2.6	6.3	12.9	19.8	1.6
.	2.8	4.8	Cc1noc(C)c1COc1ccccc1C(=O)N1CCN(S(=O)(=O)c2cccc([N+](=O)[O-])c2)CC1	.	.	.	-2.9	.	-1.0
-3.1	-0.3	-14.2	O=C(NC1CCCCCC1)C1CCCN(c2ncccn2)C1 (stereo not drawn)	-4.5	-3.5	-19.0	1.7	-4.1	-8.8
-6.3	1.9	-24.1	CC(C)c1ccc(N2C=Nc3ccc(C(C)C)cc3C2)cc1	-4.1	-1.6	-59.0	5.0	-2.0	-3.5
4.0	-1.9	-16.8	COc1ccc(-c2noc(CCC(=O)NC3CCCCC3)n2)cc1	-3.3	-3.0	10.4	2.2	6.2	-3.5
20.4	-3.0	4.2	O=C(CCC(=O)OCc1ccc([N+](=O)[O-])cc1)Nc1ccc(F)cc1	-2.3	-1.9	-1.4	5.1	-1.5	4.6
0.8	6.1	-5.1	Cc1cc(C)cc(N(C(=O)c2csnn2)C(C(=O)NC2CCCC2)c2ccccn2)c1 (stereo not drawn)	2.0	1.7	6.7	1.1	-11.4	-8.7
.	-2.3	16.1	O=[N+]([O-])c1ccccc1Oc1ccc(S(=O)(=O)N2CCOCC2)cc1	.	.	.	-2.3	.	-4.2
-26.8	-0.8	7.7	COc1ccc(N2CCN(C(=O)C3CCCN(S(=O)(=O)c4ccc(F)cc4)C3)CC2)cc1 (stereo not drawn)	-3.1	0.8	-1.4	1.2	-4.5	-4.6
1.4	8.7	1.3	CS(=O)(=O)NCC(c1ccco1)N1CCN(c2ccc(F)cc2)CC1 (stereo not drawn)	-2.9	-2.8	-2.7	3.8	6.8	4.2
-16.0	1.6	-4.3	COc1cc(SC)ccc1C(=O)Nc1ccc2c(c1)OCO2	-0.8	1.4	-8.8	.	9.9	-5.1
-7.9	.	.	O=c1oc2cc([N+](=O)[O-])ccc2nc1/C=C(O)/C=C/c1ccccc1	0.4	-0.9	21.6	4.3	23.3	.
-25.5	-4.7	37.5	COC(=O)c1ccccc1NC(=O)Cn1c(-c2nonc2N)nc2ccccc21	2.7	-0.6	-1.5	0.6	-2.8	.
-3.0	3.1	10.1	FC(F)(F)c1cccc(NC(=S)NCC2COc3ccccc3O2)c1 (stereo not drawn)	-2.3	-2.9	-0.8	1.0	-22.3	-6.6
-1.2	7.1	-25.7	COc1ccc(N2CCN(CCCNC(=O)C(=O)c3c[nH]c4ccccc34)CC2)cc1	-1.2	-2.6	-32.9	-2.8	10.1	0.6
-5.9	4.2	3.1	Cc1onc(-c2c(F)cccc2Cl)c1C(=O)Nc1nccs1	-2.3	-4.3	8.6	-1.3	9.5	-6.6
-7.8	.	5.3	C(=N\NCc1ccccc1)/c1ccc2ncccc2c1	-3.4	-4.7	-5.3	-0.6	17.4	1.4
-0.9	5.5	-19.6	COc1ccccc1CC(NC(C)=O)C(=O)NC1CCN(C(=O)NCc2ccccc2)CC1 (stereo not drawn)	-2.8	0.2	-4.7	.	1.4	-7.6
-4.1	6.5	-13.4	CCC(=O)NC(=S)Nc1ccc(NC(=S)NC(=O)c2ccccc2)cc1	0.1	-2.1	7.6	.	17.3	-4.6
-3.2	5.4	-17.8	Cc1oc(-c2cccs2)nc1CS(=O)CC(=O)NCCc1ccccc1 (stereo not drawn)	-3.0	0.1	4.6	1.2	14.1	.
-9.1	-0.7	81.8*	O=C(Cc1ccccc1)NCC(=O)OC(c1ccccc1)c1ccccc1	-1.1	-1.5	-3.7	0.2	-7.2	-1.7
-2.3	2.5	-51.5	CC(C)C1C(C#N)=C(N)Oc2n[nH]c(-c3ccc4ccccc4c3)c21 (stereo not drawn)	-3.2	-0.7	-13.8	-5.4	-9.7	-9.7
-3.5	3.5	-6.8	COc1ccc(CCN(C)C(=O)CSc2nccn2C)cc1OC	-6.3	-2.5	2.1	-1.8	-9.5	-3.1
-3.0	4.5	1.0	O=C(Cc1ccccc1[N+](=O)[O-])N1CCOCC1	-2.9	-0.3	5.3	-3.7	18.3	-2.4
-16.4	2.7	18.0	C=CCn1c(Cc2csc(N)n2)nnc1SCC(=O)OCC	-0.2	0.4	8.0	4.0	19.0	-7.4
-1.6	-0.1	-13.3	O=C(O)C1CCN(Cc2ccccn2)CC1	-4.1	-1.9	-10.8	2.3	-9.4	0.8
.	-4.7	6.6	O=C(NC1CC1)C1Nc2ccc(OC(F)(F)F)cc2C2C=CCC12 (stereo not drawn)	.	.	.	-3.0	.	-5.8
-0.6	2.3	-0.7	C1CCCCCC(NCCN2CCNCC2)CCCCC1	-1.3	-1.9	-24.2	-3.3	10.1	0.9
-11.4	8.8	-44.7	CC1CCN(C2=C(NS(=O)(=O)c3ccc(Cl)cc3)C(=O)c3ccccc3C2=O)CC1	-1.8	3.2	5.7	-8.7	37.1	-0.5
-10.4	2.1	1.2	O=c1cc(Cl)[nH]c(=O)n1Cc1ccc(F)cc1	-3.8	-2.9	4.7	0.7	-4.9	-8.2
-5.4	-0.9	-9.6	CN(C)c1ccccc1C(=O)N1CCCC(Nc2ccc(F)cc2)C1 (stereo not drawn)	-4.5	-2.0	-3.3	6.3	3.0	-8.1
